S100A4 MyoIIA – blocks human S100A4 binding to myosin IIA peptide; P26447; S100A4/TAMRA-MyoIIA peptide fluorescence polarization; inhibition, % at 10.7 µM; 0.14% of 360,000 active; AID 652163;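 active = mean inhibition of at least 70% across replicates, with every replicate also reaching that level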
Target sequence (P26447 whole entry, looked up): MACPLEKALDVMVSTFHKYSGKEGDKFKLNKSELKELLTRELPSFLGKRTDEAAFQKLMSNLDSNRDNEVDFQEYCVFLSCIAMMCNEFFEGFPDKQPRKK
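Material: S100A4 monomer (human). Medium: Calcium-containing HEPES buffer, pH 7.2. Probe or stimulus: labelled myosin peptide probe, 5 nM. Compound dosing: one concentration per compound. Timing: polarization read 5 min after assay mix addition, stable 5–60 min. Benchmarks: DMSO as neutral control, TFP as positive control.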
Casp6 inh – blocks human caspase-6 cleavage activity; purified caspase-6, Z-VEID-R110 cleavage fluorescence; inhibition, % at 12.5 µM; 0.53% of 350,000 active; AID 686996; P55212;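 active = mean inhibition across replicates at least about 35%, with every replicate also reaching that limit, limit read from the data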;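 note: 0% = median of neutral control wells and 100% = no fluorescence left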
Target sequence (P55212 24-179 limits assumed): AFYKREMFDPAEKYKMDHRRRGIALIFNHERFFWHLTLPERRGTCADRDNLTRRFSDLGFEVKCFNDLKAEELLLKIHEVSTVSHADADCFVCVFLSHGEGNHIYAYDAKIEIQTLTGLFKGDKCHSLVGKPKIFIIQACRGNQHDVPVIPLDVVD
Target sequence (P55212 194-293 limits assumed): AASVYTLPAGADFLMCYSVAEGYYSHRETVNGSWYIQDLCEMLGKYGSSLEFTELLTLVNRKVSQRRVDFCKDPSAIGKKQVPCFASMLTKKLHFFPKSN
SIRT5 block – blocks human SIRT5 desuccinylation of peptide; AID 652115; 1.1% of 330,000 active; inhibition, % at 15 µM; Purified SirT5, succinyl-peptide AMC, trypsin-coupled fluorescence; Q9NXA8; in the data active = inhibition above about 15%
Target sequence (Q9NXA8 whole entry, looked up): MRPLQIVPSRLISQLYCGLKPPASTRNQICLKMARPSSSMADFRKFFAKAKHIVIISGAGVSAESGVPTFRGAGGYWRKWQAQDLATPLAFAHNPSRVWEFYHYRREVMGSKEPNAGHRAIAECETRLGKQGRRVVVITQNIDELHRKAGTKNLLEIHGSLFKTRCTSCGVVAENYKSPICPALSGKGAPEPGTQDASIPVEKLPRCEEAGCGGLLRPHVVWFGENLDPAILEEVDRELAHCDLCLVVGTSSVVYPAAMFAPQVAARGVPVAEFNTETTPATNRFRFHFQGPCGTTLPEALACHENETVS
esBAF inh – SWI/SNF esBAF complex inhibition. 2% of 350,000 active. mouse ES cells, Bmi1-luciferase knock-in reporter, 24 h; 100% = twice the neutral-well signal. reporter increase, % at 12.5 µM; in the data active = activation above about 40%;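 note: 0% = median of the plate's neutral control wells and 100% = double that signal; a rise in the Bmi1 reporter signal indicates esBAF inhibition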
FN deposition inh – fibronectin deposition inhibition; inhibition, % at 12.6 µM; 0.086% of 350,000 active; AID 743247; AH1F fibroblasts, Alexa488-fibronectin deposition fluorescence, overnight;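 active = mean inhibition across replicates of 30% or more, regardless of how many single replicates reach that level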;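 note: positive control wells lacked labelled fibronectin entirely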
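Assay system: AH1F fibroblast monolayer, labelled fibronectin deposition. Amount: 10000 cells per well. Also added: labelled fibronectin 24 nM. Compound: single-point pinned compound. Incubation: cell attachment 1 h, compound and FN exposure overnight. Detection: fluorescence after three HBSS washes, excitation 485 nm, emission 525 nm. Read-out: inhibition of fibronectin deposition signal.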
LGR2 inh – inhibitors of bursicon-induced Drosophila LGR2 receptor cAMP signaling; HEK293 LGR2, CRE-luciferase, bursicon-stimulated, 4 h; inhibition, % at 9.99 µM; 0.35% of 380,000 active;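 active = drop in luminescence signal, shown as inhibition above about 50% in the replicate tests, limit read from the data, passing the limit was not always enough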;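 note: agonist challenge used bursicon conditioned medium at about half maximal strength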
C2C12 statin – suppression of simvastatin myotoxicity. 0.78% of 330,000 active. rescue of ATP level, % at 7.49 µM. AID 602340. C2C12 myotubes + simvastatin, ATP luminescence, 48 h; scaled: DMSO 0, geranylgeraniol control 100;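 active = mean ATP rescue above about 67%, or every replicate alone reaching that limit, limit read from the data, passing the limit was not always enough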;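 note: myotubes were challenged with 10 µM simvastatin during compound exposure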
* marks the source's active call; other numbers are inactive results; x = not tested or not shown; & = joins results of further samples. A portion of the library; count on the stated rates, not on these rows.

no.	Molecule	C2C12 statin	S100A4 MyoIIA	FN deposition inh	LGR2 inh	Casp6 inh	esBAF inh	SIRT5 block
1	COc1ccc(NC(=O)N2CCCCN3[C@H](CO)[C@H](c4ccc(C5=CCCCC5)cc4)[C@@H]3C2)cc1	58	2	x	-6	0	-8	2
2	CN(CC(=O)Nc1ccc(F)c(Cl)c1)S(=O)(=O)c1ccc2c(c1)n(C)c(=O)c(=O)n2C	6	1	14	6	5	0	-2
3	COc1ccc(OC)c(NC(=O)C2CCCN2S(=O)(=O)c2ccc3c(c2)CC(C)N3C(C)=O)c1 (stereo not given)	6	0	-2	-23	4	5	x
4	COc1ccccc1Cn1c(CO)nc2ccccc21	x	0	-16	-1	1	x	-1
5	Cc1c(C(=O)NCc2ccc3c(c2)OCCO3)sc(=O)n1Cc1ccccc1C#N	-8	-2	0	-4	3	-3	x
6	CCOC(=O)N1CCN(S(=O)(=O)c2cc(Cl)c(OC)cc2Cl)CC1	-5	x	-5	x	x	1	x
7	Cc1ccc(S(=O)(=O)N2CCC(C(=O)N3CCCC3C(=O)N[C@@H](CC(C)C)C(=O)NCC(N)=O)CC2)cc1 (stereo not given in full)	13	-4	x	x	-3	-2	x
8	Cc1noc(C)c1S(=O)(=O)Nc1ccc2c(c1)C(=O)N([C@@H](C)CO)C[C@@H](C)[C@H](CN(C)C(=O)NC1CCCCC1)OCCCC[C@@H](C)O2	32	13	x	2	-2	6	-1
9	COc1ccc(-c2nnc(-c3cc4c(ccc5ccccc54)oc3=O)o2)cc1	-20	-3	-4	x	x	0&-3	x
10	O=C(CN1C(=O)NC2(CCCC2)C1=O)N1CCN(S(=O)(=O)c2ccccc2[N+](=O)[O-])CC1	21	4	4	17	-1	1	0
11	CCOc1ccc(C(=O)N2CCc3ccccc32)cc1OCC	11	-4	2	2	7	-8	-6
12	COCC(=O)Nc1ccc2c(c1)C(=O)N(C)C[C@H](OC)[C@H](C)CN(Cc1cncnc1)[C@H](C)CO2	-5	-16	-11	-5	3	-4	-1
13	O=C1C(=O)N(CCN2CCCCC2)c2ccccc21	-1	0	x	-3	-40	-8	-6
14	O=C(COC(=O)c1ccc(Cl)nc1)Nc1ccc2c(c1)CCC2	4	-5	6	-3	2	1	-3
15	FC(F)(F)c1cccc(NC(=S)Nc2cccc(NC(=S)Nc3cccc(C(F)(F)F)c3)n2)c1	14	-4	-17	-12	0	5	-2
16	O=C(Nc1cc(Cl)ccc1Cl)N1CCCC1	x	5	-4	-8	1	x	-4
17	O=C(C[C@@H]1C=C[C@H](NC(=O)c2ccccc2)[C@H](CO)O1)NCc1ccncn1	5	7	x	-15	1	-1	11
18	COc1ccc(CNC(=O)C[C@@H]2C=C[C@H](NC(=O)c3ccc4c(c3)OCO4)[C@@H](CO)O2)cc1	17	1	-6	5	-2	0	0
19	CCc1cc(CNC(=O)c2ccc(OC3CCN(C(C)=O)CC3)c(OC)c2)on1	-2	-4	-6	-14	0	6	4
20	CCCn1c(N)c(C(=O)CSc2nnc(-c3ccoc3C)n2C)c(=O)n(C)c1=O	-8	-3	1	-14	1	-3	-7

Next part.
no.	Molecule	C2C12 statin	S100A4 MyoIIA	FN deposition inh	LGR2 inh	Casp6 inh	esBAF inh	SIRT5 block
21	Cc1cccc(N2CCN(CCCNC(=O)c3ccc(NC(=O)C4=CSCCO4)cc3)CC2C)c1 (stereo not given)	7	-3	-1	-33	-5	11	-5
22	CO[C@@H]1CC[C@@H]2CCOc3ccc(C#N)cc3C(=O)N(C)C[C@H](c3ccccc3)CC(=O)N(C)C[C@@H]1O2	0	x	0	-14	x	-2	x
23	CC(C)NC(=O)Nc1ccc2c(c1)CC(=O)N([C@@H](C)CO)C[C@H](C)[C@H](CN(C)Cc1ccc(-c3ccccc3)cc1)O2	-19	5	x	-4	0	-3	4
24	O=C(c1ccc2c(c1)OCO2)N1CC(=O)N2[C@H](CO)[C@H](c3ccc(C#CC4CCCC4)cc3)[C@H]2C1	x	10	x	2	2	x	-1
25	Cc1ccc(C(=O)NCCc2ccncc2)cc1	-6	x	10	x	x	15	x
26	CN(C)S(=O)(=O)c1cccc(COC(=O)Cc2c(F)cccc2Cl)c1	15	-25	1	-43	2	13	-6
27	CCOc1ccc(NC(=S)N(C)C)cc1	11	-6	-7	22	-2	-5	-4
28	CN(CC(=O)Nc1ncn[nH]1)S(=O)(=O)c1cc(Cl)ccc1Cl	x	0	26	10	1	x	-2
29	O=C(c1ccccc1)N1CC2(C1)[C@@H](c1ccccc1)[C@H](CO)N2CC1CC1	x	-3	x	17	-2	x	0
30	CCNC(=O)C[C@@H]1CC[C@H]2[C@@H](COC[C@H](O)CN2C(=O)Nc2ccc(C(F)(F)F)cc2)O1	-28	6	-8	13	1	8	0
31	O=C(c1cccc([N+](=O)[O-])c1)N1CC2C3C=CC(C3)C2C1 (stereo not given)	0	4	5	14	3	1	-6
32	CCCSc1nnc2c(n1)OC(c1cccn1C)N(C(C)=O)c1ccccc1-2 (stereo not given)	23	x	5	x	x	-2	x
33	CCN(CC)S(=O)(=O)c1ccc(N2CCOCC2)c(NC(=O)c2ccc(F)cc2)c1	x	-4	-2	7	3	x	-1
34	CCOC(=O)CCC(=O)Nc1ccc(S(=O)(=O)N2CCCCC2)cc1	2	-3	5	1	x	4	-6
35	CCOC(=O)C1CCN(C(=O)C2CCCN(S(=O)(=O)c3ccc(OC)c(Cl)c3)C2)CC1 (stereo not given)	x	4	19	-8	-1	x	2
36	COc1ccc(CN(C)C[C@@H]2OCCCC[C@H](C)Oc3ccc(NC(=O)CCCN(C)C)cc3C(=O)N([C@@H](C)CO)C[C@H]2C)cc1	x	24	x	24	-28	x	-7
37	O=C(C1=C[C@H](c2ccc(Br)cc2)C[C@H](OCCCCO)O1)N1CCOCC1	-3	1&9	-7	x	-1&-1	-2	-4&-1
38	CN(C)CCCNCC(=O)Nc1ccccc1N1CCOCC1	4	x	-2	x	x	-3	x
39	COc1ccc(CN(C)C[C@@H]2OCCCC[C@@H](C)Oc3ccc(NS(C)(=O)=O)cc3C(=O)N([C@@H](C)CO)C[C@H]2C)cc1	-1	39	x	5	-2	-2	-5
40	CCC(=O)N1CCc2cc(S(=O)(=O)CCC(=O)NC(C)CC)ccc21 (stereo not given)	x	-4	-15	-3	1	x	5

The listing continues.
no.	Molecule	C2C12 statin	S100A4 MyoIIA	FN deposition inh	LGR2 inh	Casp6 inh	esBAF inh	SIRT5 block
41	C[C@H]1CN([C@@H](C)CO)C(=O)c2cccc(NC(=O)C3CCOCC3)c2O[C@H]1CN(C)C(=O)Nc1ccc2c(c1)OCO2	20	3	-8	-7	0	3	-2
42	CC(=O)Nc1ccc(S(=O)(=O)NC2(C(F)(F)F)C(=O)Nc3c2c(=O)[nH]c(=O)n3Cc2ccccc2)cc1 (stereo not given)	x	0	4	x	-26	x	1
43	CN(CC(=O)NCc1ccccc1)S(=O)(=O)c1cnc[nH]1	19	4	x	-17	3	-5	-4
44	O=C(Cc1ccc(Br)cc1)OCC(=O)c1ccc2c(c1)OCCO2	7	x	x	17	x	5	x
45	CN(C)CCCNC(=O)C(=O)NCC1CCCO1 (stereo not given)	-9	1	-10	-9	-11	1	-11
46	CCOc1ccc(NC(=O)C2CCCN(c3cnccn3)C2)cc1 (stereo not given)	-4	-2	-4	-6	0	-1	-1
47	CN(C)C(=O)c1cccc(-c2ccc([C@H]3[C@H]4CN(CCC(F)(F)F)CCCCN4[C@H]3CO)cc2)c1	x	-1	x	-5	1	x	-2
48	CC1(C(=O)NS(=O)(=O)c2ccc(Cl)cc2)CCN1C(=O)Cc1cccs1 (stereo not given)	4	5	4	14	0	-11	2
49	Cc1ccc(C)c(NC(NC(=O)c2ccccn2)C(Cl)(Cl)Cl)c1 (stereo not given)	x	1	-14	22	0	x	-3
50	CCCNC(=O)C[C@@H]1CC[C@H]2[C@@H](COC[C@@H](O)CN2C(=O)c2ccc(F)cc2)O1	-12	-3	-1	7	0	4	2
51	O=C(C[C@@H]1C[C@@H]2c3cc(NC(=O)C4CCOCC4)ccc3O[C@@H]2[C@@H](CO)O1)NCCN1CCCCC1	3	-35	x	-52	-2	3	0
52	Cc1cc(CNC(=O)c2cccc3c2C(=O)c2ccc(-c4ccc(F)cc4OCc4ccccc4)cc2S3(=O)=O)c(C(F)(F)F)o1	-12	-1	-10	1	-1	-3	x
53	O=C(O)c1ccc(CSc2nnc(-c3ccccc3Cl)n2-c2ccccc2)cc1	3	9	-6	0	1	0	-1
54	O=C(OCc1c(-c2ccccc2)ncc2ccccc12)c1cccc(Br)c1	-23	-7	2	11	1	-1	0
55	CCCC#Cc1ccc2c(c1)O[C@H](CN(C)C(=O)c1ccccn1)[C@H](C)CN([C@@H](C)CO)S2(=O)=O	3	32	-10	3	2	3	-1
56	CO[C@@H]1CN(C)C(=O)c2ccc(NC(C)=O)cc2OC[C@@H](C)N(C(=O)CN(C)C)C[C@H]1C	-3	x	-1	2	x	-2	x
57	Cc1ccc(Cl)cc1NC(=O)c1ccccc1OCC(=O)N1CCOCC1	x	3	-7	12	5	x	-3
58	O=S(=O)(NCC1CCN(c2ccc(S(=O)(=O)N3CCOCC3)cc2)CC1)c1ccc(F)cc1	23	-3	5	-11	1	3	1
59	COc1cc2nc(Nc3ccc(C)c(Cl)c3)nc(N)c2cc1OC	-26	6	2	31	24	-11	1
60	Cc1ccc(C(=O)N2CCc3ccccc32)cc1	7	x	6	-48	x	51*	x

Reprinted from the part before: four entries, then new ones.
no.	Molecule	C2C12 statin	S100A4 MyoIIA	FN deposition inh	LGR2 inh	Casp6 inh	esBAF inh	SIRT5 block
57	Cc1ccc(Cl)cc1NC(=O)c1ccccc1OCC(=O)N1CCOCC1	x	3	-7	12	5	x	-3
58	O=S(=O)(NCC1CCN(c2ccc(S(=O)(=O)N3CCOCC3)cc2)CC1)c1ccc(F)cc1	23	-3	5	-11	1	3	1
59	COc1cc2nc(Nc3ccc(C)c(Cl)c3)nc(N)c2cc1OC	-26	6	2	31	24	-11	1
60	Cc1ccc(C(=O)N2CCc3ccccc32)cc1	7	x	6	-48	x	51*	x
61	O=C(CCCc1ccccc1)NCCc1ccc(F)cc1	3	-2	2	-17	-1	28	-3
62	CC(C)Cc1cc(C(=O)N2CCCC(C(=O)c3cc(F)ccc3F)C2)n(C)n1 (stereo not given)	-3	-1	-3	11	-2	-11	-2
63	Cc1c(CN2CCc3c([nH]c4ccccc34)C2C2CCCCC2)cnn1C (stereo not given)	x	-2	-1	5	2	x	-3
64	CO[C@H]1CC[C@H]2CCOc3c(C#N)cccc3C(=O)N(C)C[C@@H](C)C(=O)N(C)C[C@@H]1O2	2	10	1	-16	4	-3	1
65	C/C(=N\NC(=O)CSc1nnc(C)s1)c1ccc(O)cc1	x	-1	0	5	-8	x	-1
